# 14-3-3 PPI – alters human 14-3-3 gamma binding to Raf peptide; FP, 14-3-3gamma / TMR-pS259-Raf peptide binding; 0.19% of 160,000 active; AID 422; P61981; inhibition, % at 40 µM; in the data active = inhibition above about 30%;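 note: 0% = protein plus tracer without compound and 100% = blank with tracer alone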
# Target sequence (P61981 whole entry, looked up): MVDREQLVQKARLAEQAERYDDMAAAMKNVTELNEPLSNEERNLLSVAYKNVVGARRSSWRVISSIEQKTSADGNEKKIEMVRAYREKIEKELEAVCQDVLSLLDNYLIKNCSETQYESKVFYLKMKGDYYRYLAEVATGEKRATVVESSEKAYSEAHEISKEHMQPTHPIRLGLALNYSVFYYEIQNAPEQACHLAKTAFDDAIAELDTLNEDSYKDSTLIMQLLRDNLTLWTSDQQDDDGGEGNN
# * hit, by the source's call; & = joins results of further samples. The list is partial (hit frequency here may not be typical).
14-3-3 PPI | mol
-8 | Cc1ccc(S(=O)(=O)N2CCOCC2)cc1C(=O)NCc1ccc(F)cc1
3 | CC(=O)Nc1ccc(NC(=O)CN2CCCC(C)C2)c(Cl)c1 (configuration not stated)
3 | Cc1ccc(C23CC4CC(CC(C(=O)NC(C(=O)O)C(C)C)(C4)C2)C3)cc1 (configuration not stated)
4 | O=C(Nc1c2c(nn1-c1cccc(Cl)c1)CSC2)c1ccc(Br)o1
-4 | CCCc1nc2ccccc2c(C(=O)OCc2nnc(-c3cc(OC)c(OC)c(OC)c3)o2)c1CC
-9 | O=[N+]([O-])c1ccc2[nH]nc(-c3ccccc3)c2c1
-2 | O=C(Nc1c2c(nn1-c1ccc(F)cc1)CS(=O)(=O)C2)c1ccccc1[N+](=O)[O-]
-1 | O=C(O)C(Cc1ccccc1)n1cnnn1 (configuration not stated)
-11 | O=C(CCS(=O)(=O)c1ccccc1)Nc1nccs1
-8 | COC(=O)c1ccc(Cn2cc(Cl)cn2)cc1
-8 | Cc1ccc(S(=O)(=O)c2nc(-c3ccccc3Cl)oc2N(C)C)cc1
-6 | COc1ccc(NC(=O)c2sc3nc(-c4ccccc4)cn3c2C)cc1
0 | O=C(Nc1ccc(F)c([N+](=O)[O-])c1)c1ccc2c(c1)OCCO2
2 | COC(=O)C1=CN(Cc2ccc(Cl)cc2)C=C(C(=O)OC)C1c1ccccc1F
1 | CSc1nc(NC(C)=O)n(C(C)=O)n1
-3&-1 | COc1ccc(S(=O)(=O)N2CCCN(CC(=O)Nc3ccc(OC)c(Cl)c3)CC2)cc1
-4 | C=CCn1c(=N)c(C(=O)NC2CCCCC2)cc2c(=O)n3ccccc3nc21
-5 | CC(C)CC(=O)Nc1ccccc1N1CCOCC1
3 | C=CCNC(=O)CN(Cc1ccccc1)S(=O)(=O)c1ccccc1
-6 | CCC(c1nnnn1Cc1ccc2c(c1)OCO2)N1CCN(c2ccccc2)CC1 (configuration not stated)
-8 | O=C(Nc1ccc2nc(-c3ccco3)[nH]c2c1)c1ccco1
-12 | O=C(CCN1CCc2ccccc2C1)Nc1ccccc1
-6 | COc1cc2c(cc1OC)C(COc1ccccc1OC)N(C(=O)Cc1ccccc1)CC2 (configuration not stated)
-12 | Cc1ccc2c(c1)N(C)C(=O)CC(c1ccccc1)=N2
9 | O=C1c2ccccc2-c2nc(COc3ccccc3)cc3cccc1c23
0 | COc1ccc(-n2ncc3c(N4CCN(c5cc(C)ccc5C)CC4)ncnc32)cc1
-5 | Cc1ccc(-n2c(SCC(=O)Nc3ccccc3Cl)nc3[nH]ncc3c2=O)cc1Cl
3 | CCS(=O)CCSc1nc(-c2ccc(C)cc2)cc(-c2ccccc2)c1C#N (configuration not stated)
-20 | O=C(CSc1ncccn1)c1ccccc1Br
-3 | Cc1ccc(C2CC(C(F)(F)F)n3nc(CO)cc3N2)cc1 (configuration not stated)
-4 | CCOC(=O)c1ccc(NC(=O)CCc2ccc(C)o2)cc1
0 | Oc1ccccc1C(O)C(F)(F)F (configuration not stated)
-3 | CCn1c(/C=N/n2cnnc2)nc2ccccc21
-8 | CC(C)OCCCNC(=O)Cn1nc(-c2ccc(Cl)cc2)ccc1=O
-15 | CC(=O)Oc1ccc(C(=O)Nc2ccc3oc(-c4ccc(Cl)cc4)nc3c2)cc1
-9 | Cn1c(SCC(=O)c2ccc(F)cc2)nc2cccnc21
-1 | CC(C)OC(=O)C1C2C=CC3(CN(C4CCCCC4)C(=O)C13)O2 (configuration not stated)
-5 | O=C(Oc1ccc(C=Nc2ccc(Cl)cc2)cc1)c1ccccc1
0 | COc1ccc(C2C(C(=O)NCCN(C)C)CCC(=O)N2c2ccc(OC)cc2)cc1 (configuration not stated)
5 | Cc1ccc2cc(C(c3nnnn3C3CCCC3)N(Cc3cccnc3)Cc3ccco3)c(=O)[nH]c2c1 (configuration not stated)
-17&-6 | CCOC(=O)C1=C(C)NC(=O)CC1c1cc2c(cc1Br)OCO2 (configuration not stated)
-3 | Cc1c(C(=O)Nc2cccc(C(F)(F)F)c2)cccc1[N+](=O)[O-]
4 | Cc1ccccc1C(=O)Nc1ccc(S(=O)(=O)N2CCN(C)CC2)cc1
-4 | Cc1cc(NC(=O)CSc2nc(C(C)C)nc3c2c(=O)n(C)c(=O)n3C)no1
-2 | Nc1nc2n(n1)C(c1ccc(Cl)cc1)CC(c1ccc(F)cc1)N2 (configuration not stated)
1 | COc1ccc(S(=O)(=O)Cc2ccc(C(=O)NCc3cccnc3)o2)cc1
1 | O=c1cc(-c2ccccc2)oc2ccc(Cl)cc12
-9 | O=C(c1cc2nc(-c3ccccc3)cc(C(F)(F)F)n2n1)N1CCCC1
-5 | O=C(CSc1nc2c([nH]c3ccccc32)c(=O)n1-c1ccc([N+](=O)[O-])cc1)NCC1CCCO1 (configuration not stated)
-14 | COc1ccc(NC2=CC(=NS(=O)(=O)c3ccc(F)cc3)c3ccccc3C2=O)cc1
-16 | COc1ccc(N(C)C(=O)CN2C(=O)C3C4C=CC(C4)C3C2=O)cc1 (configuration not stated)
8 | c1ccc(OCCCn2c3ccccc3c3nc4ccccc4nc32)cc1
7&2 | Oc1ccc(-c2nnc(-c3ccc(O)cc3)nn2)cc1
-1 | CCc1ccc(OCC(=O)Nc2cc3nn(-c4ccc(C)cc4)nc3cc2C)cc1
1 | COC(=O)c1c(NC(=O)COc2ccccc2)sc2c1CCCC2
1 | CCOc1cc(C2NC(=O)NC(C)=C2C(=O)Nc2cc(OC)ccc2OC)ccc1O (configuration not stated)
-11 | O=C(Oc1ccc(Oc2ccc(OC(=O)c3ccco3)cc2)cc1)c1ccco1
-11 | CCOC(=O)C1=C(C)NC2=C(C(=O)c3ccccc32)C1c1ccccc1[N+](=O)[O-] (configuration not stated)
-10 | CCc1c(C(=O)Nc2ncn(Cc3cccc(C)c3)n2)csc1C
-6 | O=C(Nc1nc2ccc(Cl)cc2s1)c1cccc(C(F)(F)F)c1

# Next structures
14-3-3 PPI | mol
-2 | CCOc1ccc(NC(=O)c2c(NC(=O)c3ccco3)sc3c2CCC(C(C)(C)C)C3)cc1 (configuration not stated)
-10 | O=C(C1c2ccccc2Oc2ccccc21)N1CCCN(C(=O)C2c3ccccc3Oc3ccccc32)CC1
-13 | O=C1CN(C(=O)c2ccc(S(=O)(=O)N3CCCCC3)cc2)C(c2ccccc2)c2cc(F)ccc2N1 (configuration not stated)
-1 | COC(=O)C1=C(C)NC2=C(C(=O)CC(c3ccccc3)C2)C1c1ccccc1Cl (configuration not stated)
-3 | FC(F)(F)c1cc(-c2ccc(Cl)cc2)nc(-n2ccnc2)n1
-13 | Cc1ccc(-c2nc3ccccc3s2)cc1NC(=O)c1ccccc1I
-8 | CCC(=O)Oc1ccc(C(CC)C(CC)c2ccc(OC(=O)CC)cc2)cc1 (configuration not stated)
2 | COC(=O)c1cc(NC(=O)C2COc3ccccc3O2)cc(C(=O)OC)c1 (configuration not stated)
-5 | Clc1ccc(-c2nc3cnccn3c2Nc2ccc3c(c2)OCO3)cc1
-9 | CCOc1ccccc1C(=O)Nc1c2c(nn1-c1ccccc1C)CS(=O)C2 (configuration not stated)
-5 | CCSCCOC(=O)C1=C(C)NC2=C(C(=O)CC(c3ccccc3Cl)C2)C1c1cccs1 (configuration not stated)
-2 | COc1ccccc1NC(=O)c1sc(=S)n(-c2ccc(Cl)c(C)c2)c1N
-3 | O=S1(=O)CC(NCc2ccccc2)C(Nc2ccccc2)C1 (configuration not stated)
9 | Cc1cccc(Cc2c(C)nc3nc(SCC(=O)NCCC(C)C)nn3c2C)c1
0 | COc1ccc(C(=O)Nc2ccc(-n3nncc3-c3ccc(OC)c(OC)c3)cc2)cc1OC
-16 | CCOC(=O)c1cccc(C(=O)Nc2nc3ccc(C)cc3s2)n1
3 | COC(=O)COc1ccc2oc(C)c(C(=O)OC(C)C)c2c1
2 | COCCNC(=O)Cn1c(=O)n(-c2ccc(C)c(C)c2)c(=O)c2c3c(sc21)CCCCC3
0 | O=C(NCCCN1CCOCC1)c1ccccc1I
-6 | Cc1ccccc1C(=O)Nc1ccc2oc(-c3ccccc3Br)nc2c1

# Rewritten bar-delimited: 2 of the compounds above
structure | 14-3-3 PPI
O=C(O)C(Cc1ccccc1)n1cnnn1 (configuration not stated) | -1
COc1ccc(NC2=CC(=NS(=O)(=O)c3ccc(F)cc3)c3ccccc3C2=O)cc1 | -14

# Back to the main list with the 4 entries that preceded the break.
14-3-3 PPI | mol
3 | COC(=O)COc1ccc2oc(C)c(C(=O)OC(C)C)c2c1
2 | COCCNC(=O)Cn1c(=O)n(-c2ccc(C)c(C)c2)c(=O)c2c3c(sc21)CCCCC3
0 | O=C(NCCCN1CCOCC1)c1ccccc1I
-6 | Cc1ccccc1C(=O)Nc1ccc2oc(-c3ccccc3Br)nc2c1
-10 | CCC(Sc1nc(N)cc(=O)[nH]1)C(=O)Nc1cc(C)on1 (configuration not stated)
-2 | Cc1ccc(-c2nc3ccccc3nc2Cc2ccc([N+](=O)[O-])cc2)cc1
10 | COC(=O)CCN(C(C)=O)c1ccc(N)cc1
-14 | COc1ccc(Cl)cc1Nc1ncnc2sc(C)c(C)c12
-9 | CCOC(=O)c1cnc2ccc(OC)cc2c1Nc1ccccc1C
1 | CCC(C(=O)O)N1C(=O)C2CCCCC2C1=O (configuration not stated)
-1 | CCN1CCN(C(=O)CN(Cc2ccccc2)S(C)(=O)=O)CC1
5 | O=C(CN1CCN(c2ccccn2)CC1)Nc1ccc2c(c1)OCCO2
7 | COc1ccccc1N=c1scc(-c2ccc(Cl)s2)n1C
5 | COc1ccccc1NC(=O)c1sc2ncn(CC(=O)N3CCOCC3)c(=O)c2c1C
-112 | O=C(CCC(=O)N1N=C(c2ccc(Br)cc2)CC1c1ccccc1)Nc1ccc(Cl)cc1 (configuration not stated)
-8 | O=c1[nH]cc(N(CCO)CCO)c(=O)[nH]1
7 | CCN1CCN(Cc2c(O)ccc3c(=O)c(-c4ccc(OC)c(OC)c4)c(C(F)(F)F)oc23)CC1
0 | Oc1c(C(c2cccs2)N2CCOCC2)sc2ncnn12 (configuration not stated)
2 | CCOC(=O)c1cc2c(=O)n3ccccc3nc2n(CC2CCCO2)c1=NC(=O)c1ccccc1C (configuration not stated)
-12 | COc1cccc(NC(=O)CSc2nnc(-c3cccs3)n2C)c1
-4 | Cc1nc(-c2ccc(NC(=O)c3cccc(Br)c3)cc2)cs1
-1 | O=C(Cc1coc(-c2ccc(F)cc2)n1)NC1CCCCC1
-3 | CN1C(=O)N(CO)C2C1N(CO)C(=O)N2CO (configuration not stated)
-4 | c1ccc2nc(C3=NCCN3)ccc2c1
-13 | COc1cccc(C2C(C(=O)OCC3CCCO3)=C(C)NC3=C2C(=O)CC(c2cccs2)C3)c1 (configuration not stated)
-2 | CCOC(=O)C1CCCN(CCN(C)C)C1 (configuration not stated)
-21 | CCOc1ccc2nc(SCC(=O)Nc3ccc4c(c3)C(=O)c3ccccc3C4=O)sc2c1
9 | CCCc1cc(=O)oc2c(C)c(O)c(CN3CCCCC3)cc12
-10 | O=C(Nc1ccn(Cc2ccc(F)cc2)n1)C1c2ccccc2Oc2ccccc21
-18 | N#Cc1c(C(F)(F)F)cc(-c2cccs2)nc1SCC(=O)Nc1ccc(C(N)=O)cc1
-4 | OCCN1CCN(C2CCN(Cc3ccc(Cl)cc3)CC2)CC1
3 | Cc1ccc2ccc(C(Nc3ccccn3)c3ccccc3C)c(O)c2n1 (configuration not stated)
-7 | CCC1NC(=O)NC(C)=C1C(C)=O (configuration not stated)
-12 | Clc1cccc(-n2cc(-c3ccccc3)c3c(NCc4ccco4)ncnc32)c1
-7 | CC1CCc2nc(SCC(=O)Nc3ccc(S(=O)(=O)N4CCOCC4)cc3)c(C#N)cc2C1 (configuration not stated)
-16 | CCOc1ccc(NC(=O)CSc2nc3nc(C)c(Cc4ccccc4C)c(C)n3n2)cc1
-4 | Cn1c(N2CCC(C(N)=O)CC2)nc2c1c(=O)n(Cc1ccc(Br)cc1)c(=O)n2C
-6 | CCCCC(C(=O)Nc1cccc(C)c1)N1C(=O)c2ccccc2C1=O (configuration not stated)
-2 | O=C1CC(C2CCCO2)C(=O)N1c1cccc(Cl)c1 (configuration not stated)
-1 | CCC1(CC)C(=O)N(CC(=O)OC)C(=O)N(C)C1=S
-10 | CCOCCCNC(=O)c1cc(-c2ccccn2)nc2ccccc12
6 | CCOC(=O)C1=C(N)N(c2ccc(OC)cc2)C2=C(C(=O)CC(C)(C)C2)C1c1ccc(Cl)cc1 (configuration not stated)
-110 | CCOC(=O)c1c(N=Cc2ccc(N(CC)CC)cc2O)sc2c1CCCC2
0 | c1ccc(Cn2nnc3cnccc32)cc1

# Look-ups from above:
# Reading of CCOc1ccc(NC(=O)CSc2nc3nc(C)c(Cc4ccccc4C)c(C)n3n2)cc1 under 14-3-3 PPI: -16
# Reading of CCC1NC(=O)NC(C)=C1C(C)=O (configuration not stated) under 14-3-3 PPI: -7
# Reading of O=C1CC(C2CCCO2)C(=O)N1c1cccc(Cl)c1 (configuration not stated) under 14-3-3 PPI: -2
# Reading of CCCCC(C(=O)Nc1cccc(C)c1)N1C(=O)c2ccccc2C1=O (configuration not stated) under 14-3-3 PPI: -6
# Reading of COc1cccc(C2C(C(=O)OCC3CCCO3)=C(C)NC3=C2C(=O)CC(c2cccs2)C3)c1 (configuration not stated) under 14-3-3 PPI: -13
# Reading of CC1CCc2nc(SCC(=O)Nc3ccc(S(=O)(=O)N4CCOCC4)cc3)c(C#N)cc2C1 (configuration not stated) under 14-3-3 PPI: -7

# New compounds follow
14-3-3 PPI | mol
0 | O=C(CCC(=O)NC1CCCC1)Nc1nc(-c2cc3cc(Br)ccc3oc2=O)cs1
4 | COc1ccc(C2CC(=O)C3=C(C2)Nc2ccccc2NC3c2ccccc2Cl)cc1 (configuration not stated)
-3 | CCC(CO)NS(=O)(=O)c1cc(-c2nnc(OC)c3ccccc23)ccc1C (configuration not stated)
-17 | Brc1ccc(CSc2nc3ncccc3[nH]2)cc1
-4 | COc1ccc(CCN=C(N)Nc2nc(C)cc(C)n2)cc1OC
3 | c1csc(CNc2ccc(N3CCOCC3)cc2)c1
-66 | COc1ccc(-n2cnc3cc(C(=O)NC4CCCCCC4)ccc32)cc1
-7 | CCOC(=O)C1CCN(Cc2cn[nH]c2-c2ccc(C)cc2)CC1
-4 | Cc1ccc(CNC(=O)CCCn2c(=O)c3ccccc3n(CC(=O)NCc3ccco3)c2=O)cc1
2 | Cc1c(CC(=O)O)c2c(n1-c1ccc(Br)cc1)CC(C)(C)CC2=O
3 | ClC(Cl)c1nc(-c2ccc(Br)cc2)nn1-c1ccccc1
